TLR9-MyD88 block = inhibitors of TLR9-MyD88 association in cells, primary screen, cell-based, CHO, BLA complementation, fluorescence; Toll-like receptor 9 (Homo sapiens) + Myeloid differentiation primary response protein …; CCF4 FRET ratio; inhibition, % at 4.98 µM; actives 0.21% (n = 340,000);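 active = inhibition above the mean over all tested compounds plus 3 SD, cut at about 21% in these data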;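 also: 0% = DMSO only wells and 100% = clavulanate BLA inhibitor control wells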
SRC2 inh = inhibition of GAL4-SRC2 driven luciferase reporter, primary screen, SRC2 inhibitor project, cell-based, luminescence. HEK293 GAL4-SRC2 luciferase reporter. inhibition, % at 9 µM. actives 0.17% (n = 370,000). AID 651957, 2012;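 active = inhibition above the mean inhibition of all tested compounds plus 3 SD, set per campaign, cut at about 52% in these data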;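 also: 0% = DMSO treated cells and 100% = cells given Gossypol at 36 µM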
COUP-TFII inh = NR2F2 transcriptional activity inhibitors, primary screen, cell-based, luciferase reporter, HEK293T, luminescence | COUP transcription factor 2 (Homo sapiens), P24468 | inhibition, % at 8.6 µM | actives 0.7% (n = 370,000) | HEK293T NGFI-A luciferase reporter;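 active = inhibition above a per-plate cutoff, mean inhibition of test wells between control levels plus 3 SD, cut at about 38% in these data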;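 also: cells cotransfected with COUP-TFII expression vector driving the NGFI-A reporter; 0% = median of COUP-TF2 test wells and 100% = reporter-only cells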
NCOA1 inh = SRC1 coactivator transcriptional activity inhibitors, primary screen, cell-based, luminescence; AID 588354, 2011; actives 0.12% (n = 360,000); HEK293 GAL4-SRC1 luciferase reporter; inhibition, % at 3.6 µM;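 active = inhibition above the campaign mean plus 3 SD, with each screening campaign given its own cutoff, cut at about 60% in these data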;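 also: 0% = DMSO treated cells and 100% = gossypol at 36 µM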
SRC3 inh = SRC3 coactivator transcriptional activity inhibitors, primary screen, cell-based, luminescence; inhibition, % at 3.6 µM; HEK293 GAL4-SRC3 luciferase reporter; actives 0.17% (n = 360,000); Nuclear receptor coactivator 3 (Homo sapiens), Q9Y6Q9;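 active = inhibition above a per-campaign cutoff, the mean of all compounds plus 3 SD, cut at about 60% in these data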;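 also: 0% = DMSO-treated cells and 100% = gossypol-treated cells at 36 µM; higher means less SRC3-driven luciferase light from the GAL4 reporter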
Target sequence (Q9Y6Q9 whole entry, looked up, the tested form may be a part): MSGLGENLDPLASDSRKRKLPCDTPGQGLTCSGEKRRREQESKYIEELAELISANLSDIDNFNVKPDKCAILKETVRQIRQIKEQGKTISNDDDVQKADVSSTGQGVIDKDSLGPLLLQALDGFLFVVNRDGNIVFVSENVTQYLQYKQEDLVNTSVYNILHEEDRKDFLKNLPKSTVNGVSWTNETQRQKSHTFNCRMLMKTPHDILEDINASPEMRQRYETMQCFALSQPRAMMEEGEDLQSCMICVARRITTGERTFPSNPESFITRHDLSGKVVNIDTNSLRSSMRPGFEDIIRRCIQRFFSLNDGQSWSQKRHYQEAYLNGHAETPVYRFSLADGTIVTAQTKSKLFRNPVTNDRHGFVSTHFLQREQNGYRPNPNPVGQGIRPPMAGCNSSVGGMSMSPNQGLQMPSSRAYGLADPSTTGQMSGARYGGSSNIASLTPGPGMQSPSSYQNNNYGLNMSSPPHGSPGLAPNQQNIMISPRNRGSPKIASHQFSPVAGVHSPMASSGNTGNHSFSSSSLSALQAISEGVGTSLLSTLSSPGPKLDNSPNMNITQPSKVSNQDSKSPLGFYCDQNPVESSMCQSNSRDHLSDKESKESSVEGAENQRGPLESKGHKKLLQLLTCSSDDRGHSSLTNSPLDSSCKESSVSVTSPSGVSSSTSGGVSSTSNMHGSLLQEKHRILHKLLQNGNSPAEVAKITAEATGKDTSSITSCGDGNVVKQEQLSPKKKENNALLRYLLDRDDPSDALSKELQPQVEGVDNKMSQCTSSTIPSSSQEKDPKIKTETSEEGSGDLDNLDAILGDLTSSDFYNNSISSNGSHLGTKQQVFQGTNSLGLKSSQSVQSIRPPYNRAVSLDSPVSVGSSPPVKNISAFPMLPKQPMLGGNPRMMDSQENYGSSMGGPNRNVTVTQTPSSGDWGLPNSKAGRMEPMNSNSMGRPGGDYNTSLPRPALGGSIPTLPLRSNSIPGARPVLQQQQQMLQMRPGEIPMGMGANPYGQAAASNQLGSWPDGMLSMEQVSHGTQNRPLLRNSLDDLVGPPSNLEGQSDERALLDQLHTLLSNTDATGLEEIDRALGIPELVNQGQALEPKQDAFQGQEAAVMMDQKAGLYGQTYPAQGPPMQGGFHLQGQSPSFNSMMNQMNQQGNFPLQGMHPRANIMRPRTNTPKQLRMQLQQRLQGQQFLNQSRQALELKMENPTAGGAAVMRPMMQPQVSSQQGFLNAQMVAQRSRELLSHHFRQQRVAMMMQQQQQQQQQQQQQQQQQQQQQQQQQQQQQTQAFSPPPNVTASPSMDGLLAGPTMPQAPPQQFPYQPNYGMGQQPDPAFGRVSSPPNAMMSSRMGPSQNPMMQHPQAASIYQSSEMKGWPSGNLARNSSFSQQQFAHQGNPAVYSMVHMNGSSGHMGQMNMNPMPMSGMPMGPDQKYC
NOD2 RIPK2 PPI = NOD2-RIPK2 binding disruptors in cells, primary screen, fluorescence, CHO cells, BLA complementation | CCF4 ratio | inhibition, % at 4.98 µM | actives 0.38% (n = 360,000) | AID 624267, 2012; in the data active = inhibition above about 21%;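 also: 0% = vehicle only and 100% = reference blocker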
MC4R barr agon = MC4R agonists recruiting beta-arrestin, primary screen, cell-based, luminescence, agonist arm of biased-ligand search; Melanocortin receptor 4 (Homo sapiens), P32245; U2OS MC4R beta-arrestin complementation; percent of melanotan II response, DMSO zero; activation, % at 8.9 µM; actives 0.98% (n = 360,000); AID 540308, 2011;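 active = activation above a per-plate cutoff, the mean activation of sample wells on that plate plus 3 SD, cut at about 8% in these data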
EBV LMP1 NFkB = EBV LMP1-driven NF-kappaB luciferase reporter inhibitors, primary screen, cell-based, luminescence, single point; inhibition, % at 12.5 µM; LMP1-induced NF-kappaB luciferase reporter cells; actives 0.69% (n = 350,000); in the data active = inhibition above about 41%;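 also: 0% = neutral control wells and 100% = reference inhibitor control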
LRH-1 inv ag = LRH-1 (NR5A2) inverse agonists, primary screen, cell-based, luminescence, HEK293T, StAR-luciferase reporter | actives 0.13% (n = 360,000) | inhibition, % at 3.6 µM | Nuclear receptor subfamily 5 group A member 2 (Homo sapiens), O00482 | AID 602396, 2012 | LRH-1 transfected, 24 h;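 active = inhibition above the mean inhibition of all tested compounds plus 3 SD, cut at about 73% in these data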;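 also: 0% = DMSO wells and 100% = reporter-only cells lacking LRH-1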
ABHD5-PLIN5 inh = ABHD5-PLIN5 interaction inhibitors, primary screen, cell lysate, split luciferase complementation, luminescence | Split G. princeps luciferase complementation, 4 h | inhibition, % at 4 µM | actives 0.78% (n = 360,000) | AID 602281, 2012;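 active = inhibition above the mean inhibition across every tested compound plus 3 SD, cut at about 22% in these data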;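 also: 0% = DMSO only wells and the 100% control is not disclosed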
MC4R antag cAMP = MC4R antagonists of cAMP signaling, primary screen, cell-based, TR-FRET, antagonist arm of biased-ligand search; Melanocortin receptor 4 (Homo sapiens), P32245; MC4R-expressing cells, MTII-stimulated cAMP, LANCE TR-FRET; inhibition, % at 6.5 µM; actives 0.48% (n = 360,000); AID 540295, 2011;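 active = inhibition above its plate's cutoff, the mean of tested wells on that plate plus 3 SD, cut at about 29% in these data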;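 also: 0% = Melanotan II alone and 100% = Melanotan II plus saturating MCL0020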
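Assay system: U2OS-MC4R stable cell line; Also added: Melanotan II; Technique: Eu-cAMP/anti-cAMP TR-FRET, emission 671 nm; Times: 30-min compound, 1-h challenge, 1-h detection, room temperature.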
* = called active by the depositor; nt = not tested or not shown; & = joins results of further samples.

SMILES	TLR9-MyD88 block	SRC2 inh	COUP-TFII inh	NCOA1 inh	SRC3 inh	NOD2 RIPK2 PPI	MC4R barr agon	EBV LMP1 NFkB	LRH-1 inv ag	ABHD5-PLIN5 inh	MC4R antag cAMP
COc1ccc(NC(=O)c2nc[nH]c2C(=O)N(C)CCO)cc1	7	9	-6	0	-9	-7	-0.4	27	-5	4	6
COCCNS(=O)(=O)c1cc(C)c(C)cc1C	-17	14	3	-2	15	-2	-1.2	-1	-2	-9	1
CCOc1ccccc1N(C(=O)CNC(=O)c1ccco1)C(C(=O)NC1CCCC1)c1ccncc1 (stereo unspecified)	-1	27	-8	8	-9	-12	-1.5	-33	20	7	9
COc1ccc(CC(=O)NCC(=O)N/N=C/c2sccc2C)cc1	10	0	10	-11	-21	-2	-1.1	-3	13	-2	3
CC1(C)CC(=O)C(N=Nc2ccc(Br)cc2)=C(O)C1	nt	-2	-5	-4	6	-4	0.6	nt	-10	2	5
O=C1CC2(CCN(C(=O)c3ccc(Br)cc3)CC2)Oc2ccccc21	3	9	2	-13	10	6	-0.4	7	-19	6	0
N#C/C(=C/c1cccc([N+](=O)[O-])c1)c1nnc2n1CCCCC2	-11	21	5	5	30	0	-1.7	6	11	8	6
COc1ccc(CC(=O)Oc2ccc(C#N)cc2)cc1	-6	-5	-2	-2	0	-3	0.3	-15	0	2	-1
CCN1C(=O)[C@H]2[C@H]3CN=C(SCC(=O)c4ccccc4)N3[C@@](C)(C(=O)OC)[C@H]2C1=O	-7	10	9	7	-2	-2	-0.3	-6	8	-25	-4
O=C(c1ccccc1Cl)N1CCN(S(=O)(=O)c2cccs2)CC1	0	-27	-4	-8	-4	-7	-2.4	-1	5	1	1
COc1ccc(N=C/C=C2/C=C(c3ccccc3)OC(C)(C)O2)cc1	-2	4	5	-15	7	-6	-0.5	-5	-5	-4	-4
Cc1ccc(NC(=O)CN(C)C(=O)c2cn(Cc3ccccc3)nc2-c2cccnc2)cc1	-7	7	8	20	-35	-7	-2.7	9	11	-10	3
O=C(NCc1ccccc1)c1cccc2c(-c3ccc(F)c(F)c3)coc12	nt	nt	nt	12	0	-7	-0.7	nt	11	-6	3
O=C(c1ccccc1F)N1CCC(O)(c2cccnc2)CC1	-5	0	0	-9	-2	1	-0.5	-3	16	-2	6
O=c1[nH]c(/C=C/c2ccc(Cl)cc2Cl)c([N+](=O)[O-])c(=O)[nH]1	0	3	8	13	-5	3	0.6	1	-6	11	27
COc1ccc(CCCN2CCC(CN3C(=S)NC[C@@H]3Cc3ccccc3)CC2)cc1OC	3	-6	6	0	6	0	-0.3	4	16	6	-6
CC(=O)NCCNc1nc2cc(-c3cccc(C(F)(F)F)c3)sc2c(=O)n1C	nt	-14	6	13	-1	-7	-0.1	nt	-13	1	1
CC(C(=O)NCc1ccccc1)n1c(-c2ccc3c(c2)CCO3)nc2ccccc21 (stereo unspecified)	nt	-3	6	nt	nt	-4	nt	nt	-24	-3	nt
O=C(NCCc1ccccc1)c1cccc(N2C(=O)C3CC=CCC3C2=O)c1 (stereo unspecified)	2	5	-14	8	4	-9	-1.4	-7	9	5	2
CCOc1ccc(-c2nnc(SCC(=O)Nc3cc(C)on3)o2)cc1	4	-14	-2	-1	-7	-2	-0.3	15	-24	-3	4
O=C(COC(=O)CN1C(=O)NC2(CCCC2)C1=O)Nc1c(Cl)cccc1C(F)(F)F	-6	-3	-7	7	-4	6	-1.5	-4	-18	3	6
NC(=O)SCC(=O)Nc1ccc(Cl)cc1	0	1	-4	-8	-14	0	6.9	-10	-7	-1	1
COc1cccc(C2C(C#N)=C(N)N(N(C)C)C3=C2C(=O)CCC3)c1 (stereo unspecified)	3	7	8	1	-8	7	-0.5	6	-16	-1	-3
COc1cccc(NC(=O)CCCn2c(=O)[nH]c3ccccc3c2=O)c1	-7	-9	-19	-11	-23	-1	1.2	0	2	5	7
CC1(C)C(/C=C/C=C/C=C/C=C2\N(CCCCS(=O)(=O)O)c3ccc4ccccc4c3C2(C)C)=[N+](CCCCS(=O)(=O)[O-])c2ccc3ccccc3c21	13	nt	nt	6	-44	1	-0.2	4	2	54*	-2
CC1CC(C)(C)Nc2ccc(OC(=O)c3ccco3)cc21 (stereo unspecified)	1	58*	45*	-5	20	8	-3.6	25	6	28*	-3
Cc1cccc(OCc2ccc(C(=O)Nc3ccc(F)cc3)cc2)c1	-6	-11	-4	-6	10	-5	2.1	9	18	-2	14
CCCCNC(=O)N1CCN(S(C)(=O)=O)CC1	-2	-1	6	-10	2	-7	-0.7	4	-2	-1	9
COc1ccc2c(c1)CC/C2=N\OC(=O)c1ccccc1OC	0	-6	-17	2	2	-8	1.2	3	2	-1	-4
CCOC(=O)N1CCC(Nc2c(NCCCN(CC)Cc3ccccc3)c(=O)c2=O)CC1	-7&7	0&-6	-1&-18	13&-1	2&-1	-16&4	0.0&-0.9	-8&0	-19&4	-10&5	3&3
CNc1ccc(/C=C/C(=O)c2cccc3ccccc23)cc1[N+](=O)[O-]	1	-16	-11	5	18	2	-1.4	2	6	0	21
COC(=O)Nc1nnc(COc2ccccc2)s1	nt	4	-7	-10	12	-4	-1.0	nt	0	3	-2
CCC1Sc2ccccc2N(CC(=O)NCc2ccc3c(c2)OCO3)C1=O (stereo unspecified)	-4	6	-1	-22	-17	1	-3.3	7	-6	-4	3
NC1=NC[C@H](Cc2ccc(O)cc2)N1CCc1cccc2ccccc12	0	2	1	-11	8	7	0.1	4	9	10	3
O=C(Nc1cccc(-n2cnnn2)c1)c1cc(Cl)ccc1Cl	4	7	9	8	24	-1	-0.2	-3	13	-2	4
CNC(=O)COC(=O)/C=C/c1cccs1	-3	6	0	-1	7	-1	-0.5	-3	-13	4	17
Cc1ccn2c(NC3CCCC3)c(-c3ccncc3)nc2c1	1	-35	-13	-14	11	-2	-1.1	-2	-18	-2	5
O=C(Nc1ccn(Cc2ccccc2F)n1)c1ccc(COc2ccccc2Cl)cc1	2	10	61*	13	40	0	-1.3	12	25	-11	7
c1cc(-c2nn[nH]n2)ccc1CN1CCCCC1	0	-8	-2	11	12	-1	0.9	6	8	2	5
Cn1nc(CC(=O)NC2CCCCCC2)c2ccccc2c1=O	-4	22	24	5	3	-9	0.5	3	23	-1	2
Cc1ccc(-c2n[nH]c(=S)n2/N=C/c2cc3c(cc2[N+](=O)[O-])OCO3)cc1	-8	2	10	-2	0	-14	-1.9	13	-7	-3	-3
O=C(COC(=O)c1cc(S(=O)(=O)N2CCOCC2)ccc1Cl)Nc1ccccc1Cl	-7	-31	-4	-10	-5	3	-2.5	-9	16	5	2
O=C(Nc1cccc(Cl)c1)ON1CCCCC1	7	11	2	-8	6	-14	0.8	-5	2	-2	2
C/C(=N\OC(=O)Nc1ccccc1)c1cnn(-c2cc(C(F)(F)F)cc(C)n2)c1C	12	6	6	-18	24	-6	1.9	-1	-9	10	14
O=C(CCc1nc(-c2ccccc2F)no1)Nc1cccnc1	-2	24	-16	-15	4	1	-1.6	0	-6	-5	0
Cc1cc2ccccn2c1C(=S)NC(=O)c1ccccc1	8	-24	2	-8	-17	-2	-2.6	-4	15	-4	-1
COC(=O)c1ccc(OCC(O)CNC2CCCC2)cc1 (stereo unspecified)	6	-2	-4	7	-5	-6	0.1	-1	12	-8	9
Cc1cc(Cl)c2oc(C(=O)N(C)CCCN3CCOCC3)c(C)c2c1	-9	1	-9	-1	3	-6	-1.6	-7	-18	5	8
CCCCC(=O)Nc1nc2ccc3nc(C)sc3c2s1	10	-14	-46	-22	-57	-4	3.8	-10	-68	6	9
C=CCn1c(-c2ccc3[nH]c(C)c(C)c3c2)n[nH]c1=S	-13	4	5	-7	13	-9	-1.5	-1	-10	-9	-1
COc1cccc(C(=O)Cn2c(NCCCO)nc3ccccc32)c1	-3	-7	-5	8	6	-12	-1.4	1	13	-1	-4
CCc1ccc(C(=O)COC(=O)c2n[nH]c3ccccc23)cc1	3	-7	9	-5	3	-9	-1.7	0	-5	-4	10
CCOc1cc(C(=O)NCCC(=O)N2CCC3(CC2)NCCc2[nH]cnc23)cc(OCC)c1OCC	8	-5	-31	-5	-10	-4	-4.3	1	0	2	-3
COc1cc(S(=O)(=O)NCc2ccncc2)c(OC)cc1Cl	5	-31	19	2	-1	-14	1.8	4	17	-4	15
CCN1CCN(c2cc(C)c3cc(NC(=O)c4cccs4)ccc3n2)CC1	0	-90	-21	-14	-33	2	-0.2	-14	-21	4	1
COc1cccc(N2CCN(c3ccc4nnc(CCC(=O)Nc5ccccn5)n4n3)CC2)c1	7	4	12	8	-4	-4	-0.5	9	-13	-2	3
Cc1ccc(C(=O)NCc2cccc(C(F)(F)F)c2)cc1S(=O)(=O)N1CCCCC1	5	34	-1	5	2	-1	-1.0	2	-18	6	5
Clc1ccc(-c2csc(-c3ccno3)n2)cc1	0	-37	-19	-13	-12	-2	1.2	-8	-47	1	-2
Fc1ccc(CSc2nnc(-c3cnccn3)n2Cc2ccco2)cc1	-1	-8	-5	-9	1	4	-0.4	-3	4	4	1
Cc1cc2nc(-c3ccc(Cl)cc3)c(Cc3ccsc3)n2c(C)c1Br	nt	-29	1	nt	nt	-9	nt	nt	-5	-10	nt
The list goes on:
SMILES	TLR9-MyD88 block	SRC2 inh	COUP-TFII inh	NCOA1 inh	SRC3 inh	NOD2 RIPK2 PPI	MC4R barr agon	EBV LMP1 NFkB	LRH-1 inv ag	ABHD5-PLIN5 inh	MC4R antag cAMP
COc1ccc(Cl)cc1N(C(=O)c1ccco1)C(C(=O)NC1CCCC1)c1cccnc1 (stereo unspecified)	-8	-9	5	-9	-2	4	-1.7	-2	23	-3	5
O=C(c1cccc(N2C(=O)C3C4C=CC(C4)C3C2=O)c1)N1CCCc2ccccc21 (stereo unspecified)	4	16	-3	16	0	-1	-1.2	10	19	3	8
COc1ccc(CN2CCCC(CNC(=O)c3ccc(F)cc3)C2)c(C)c1C (stereo unspecified)	-3	2	7	-1	-2	8	-0.6	4	8	8	11
CC1CCC(NC(=O)CCS(=O)(=O)c2ccc3c(c2)CC(C)N3C(=O)C2CC2)CC1 (stereo unspecified)	0	-14	-2	6	8	2	5.4	0	12	-1	15

Screening results from PubChem.

This is a subset, so the mix of outcomes need not match the whole.
